High-throughput results (PubChem)
DT40 TDP1 no CPT – qHTS for Inhibitors of human tyrosyl-DNA phosphodiesterase 1 (TDP1): qHTS in cells in absence of CPT; DT40 Tdp1-/- hTDP1 cells, no CPT, ATP luminescence, 48 h; Potency, µM (series often up to 46.2 µM), for inactives: top-dose activity change, negative = growth inhibition, actives largely listed as inhibitors; actives 15% (n = 420,000); AID 686978, 2013; further: nearly all actives have a fitted effect of over 55% in size
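Cells were dispensed at 400 per well, compounds added by pin tool, plates incubated ≥48 hr at 37 °C, then CellTiter-Glo added for 30 min at room temperature before luminescence reading. Line: DT40 Tdp1-/- complemented with hTDP1; camptothecin omitted.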
TDP1 inh – inhibitors of human tyrosyl-DNA phosphodiesterase TDP1. recombinant TDP1, AlphaScreen DNA substrate cleavage. Potency, µM (series often up to 130 µM), without a hit: at the top dose activity change, negative = inhibition, actives largely listed as inhibitors. actives 0.28% (n = 350,000). AID 485290; further: nearly all actives have a fitted effect of over 40% in size
Target sequence (Q9NUW8 whole entry, looked up): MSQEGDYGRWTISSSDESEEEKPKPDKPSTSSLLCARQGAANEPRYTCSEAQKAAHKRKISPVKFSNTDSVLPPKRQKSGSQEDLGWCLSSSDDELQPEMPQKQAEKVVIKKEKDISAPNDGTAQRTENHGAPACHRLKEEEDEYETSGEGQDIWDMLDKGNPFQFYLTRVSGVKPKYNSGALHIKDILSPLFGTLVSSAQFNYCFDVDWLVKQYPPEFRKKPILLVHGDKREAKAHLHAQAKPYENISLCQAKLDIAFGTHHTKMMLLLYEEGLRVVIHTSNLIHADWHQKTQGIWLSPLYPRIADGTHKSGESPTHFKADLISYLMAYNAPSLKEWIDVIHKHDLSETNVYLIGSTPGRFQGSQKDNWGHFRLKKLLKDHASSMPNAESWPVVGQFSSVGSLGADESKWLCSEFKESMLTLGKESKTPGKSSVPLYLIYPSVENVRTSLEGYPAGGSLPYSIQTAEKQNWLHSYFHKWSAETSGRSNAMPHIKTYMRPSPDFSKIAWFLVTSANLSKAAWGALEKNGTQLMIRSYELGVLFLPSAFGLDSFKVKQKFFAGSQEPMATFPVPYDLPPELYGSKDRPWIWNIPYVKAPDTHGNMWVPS
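Tdp1 1 nM final; 15 min RT w/ cpd; substrate 15 nM, 5 min; beads 10 ug/ml, 10 min; AlphaScreen read. Neg ctrl: no enzyme.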
DT40 TDP1 CPT – growth inhibition of DT40 Tdp1-/-;hTDP1 cells with camptothecin (screen for TDP1 inhibitors); chicken DT40 Tdp1-/-;hTDP1 cells + 20 nM CPT, ATP luminescence, 48 h; AID 686979; Potency, µM (titrated, usually from 46.2 µM), for inactives: at the highest dose activity change, negative = growth inhibition, most hits filed as inhibitors; actives 12% (n = 420,000); further: nearly all actives have a fitted effect of over 55% in size
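Chicken DT40 Tdp1-/- cells stably complemented with human TDP1 were seeded at 400 cells/well in medium containing 20 nM camptothecin, exposed to pin-transferred compounds, and grown at 37 °C for at least 48 hr. Viability was read as ATP luminescence.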
* = called active by the depositor; ? = inconclusive; · = no result given; & = joins results of further samples; ! = not confirmed by another sample; [ ] = remark or other dose. The call rests on the fitted dose curve; in most records, active means well fitted curve in the direction sought with a large enough effect; inconclusive means small, poorly fitted or top-dose-only effect, or another doubt; inactive means no such curve, though single readings can be large; an effect the other way counts as inactive or inconclusive. On the % scale 0 is the no-effect control and ±100 the full control effect; potency means the concentration at half of the fitted maximal effect.

Start of the listing, in advance:
no.	SMILES	DT40 TDP1 no CPT	TDP1 inh	DT40 TDP1 CPT
1	COc1cc(C)cc2oc(=O)c(CC(=O)N3CCN(C(=O)C4COc5ccccc5O4)CC3)c(C)c12 (stereo not given)	?	6%	?
2	COc1ccc(-c2nc3c(Cl)cc(C(F)(F)F)cn3c2Cc2ccc(C)cc2)cc1OC	?	·	?

Results (from the top)
no.	SMILES	DT40 TDP1 no CPT	TDP1 inh	DT40 TDP1 CPT
1	COc1cc(C)cc2oc(=O)c(CC(=O)N3CCN(C(=O)C4COc5ccccc5O4)CC3)c(C)c12 (stereo not given)	?	6%	?
2	COc1ccc(-c2nc3c(Cl)cc(C(F)(F)F)cn3c2Cc2ccc(C)cc2)cc1OC	?	·	?
3	CCOc1ccc(-n2nc3ccc(N)cc3n2)cc1	?	·	-18%
4	NNc1nc2cc3c(cc2s1)OCCO3	?	5%	?
5	CCN(CC)CCCN(Cc1cc2cc3c(cc2[nH]c1=O)OCO3)C(=S)NCCOC	-17%	·	4%
6	Cc1nnc2c3ccccc3c(-c3cccs3)nn12	?	2%	-9%
7	CCOC(=O)c1oc2c(CN3CCN(C)CC3)c(O)ccc2c(=O)c1-c1ccccc1OC	-8%	3%	-4%
8	Cn1nc(C(=O)NNC(=O)CCc2ccccc2Cl)c2ccccc2c1=O	2%	-3%	-3%
9	Cc1ccc(CNC(=O)c2nn(C)c3c2CS(=O)(=O)c2ccccc2-3)cc1	?	4%&5%	16µM*
10	C=Nc1ccc(/C=C/c2ccnc3ccccc23)cc1	11µM*	·	22µM*
11	COc1ccc(C(=O)NCCSCc2ccc(Cl)cc2)cc1OC	?	4%	-19%
12	COc1ccc(OC(F)(F)F)cc1CC1(C)C(=O)Nc2c(Cl)ccc(Cl)c21 (stereo not given)	?	·	?
13	CCS(=O)(=O)N1CCCC(C(=O)NCc2ccc3c(c2)OCO3)C1 (stereo not given)	0%	4%	2%
14	O=C1CCCCCN1C(=O)c1cccc(C(=O)N2CCCCCC2=O)c1	5%	0%	-3%
15	CCCCCCN1CCN(C2CN(Cc3cn(Cc4ccccc4)nn3)S(=O)(=O)C2)CC1 (stereo not given)	?	·	-29%
16	O=C(CSc1ncnc2[nH]ncc12)Nc1nc(-c2ccc(F)c(F)c2)cs1	21µM*	·	13µM*
17	O=C(OCn1nnc2ccccc2c1=O)c1cccnc1	-12%	0%	-1%
18	O=C(NCc1ccccc1)c1cc(C2CCCCN2C(=O)c2ccc(Cl)cc2)on1 (stereo not given)	?	·	?
19	OC12CCCCC1C(c1ccc3c(c1)OCO3)N(Cc1cccc(F)c1)CC2 (stereo not given)	?	7%	?
20	CC(C)C1CC(CCN)(c2ccccc2)CCO1 (stereo not given)	-11%	·	?
21	CCN(CC)CCNC(=O)COc1ccc(Cl)cc1	-24%	·	1%
22	COc1ccc(CC(=O)N2CCN(c3cccc(C)c3C)CC2)cc1	?	·	4%
23	C=CCn1c(SCC(=O)N(CC)CC)nc(O)cc1=O	2%	-1%	-4%
24	CCCCNc1nc2c(c(=O)[nH]c(=O)n2C)n1CCCc1ccccc1	-1%	·	-16%
25	Cc1ccc2cc(C#N)c(NCCNC(=S)NCCCN(C)C)nc2c1C	26µM*	5%	?
26	CCCn1c(C2CC(=O)N(c3cc(OC)ccc3OC)C2)nc2ccccc21 (stereo not given)	?	3%	21µM*
27	O=C(NCC(=O)N1CCN(S(=O)(=O)/C=C/c2ccccc2)CC1)c1ccccc1F	1%	-1%	3%
28	COc1cc2c(cc1OC)C(C(=O)Nc1cc(OC)c(OC)c(OC)c1)C(c1cccnc1)N(C)C2=O (stereo not given)	10%	-1%	-3%
29	COc1ccc(NC(=O)C(Cc2cc(C)cc(C)c2)C(C)C(=O)O)cc1 (stereo not given)	-15%	·	4%
30	C[C@H]1CN([C@@H](C)CO)C(=O)c2cc(NS(=O)(=O)c3ccc(Cl)cc3)ccc2O[C@@H]1CN(C)CC1CCCCC1	?	2%	?

As entered above:
compound 6 in DT40 TDP1 CPT shows -9%
compound 22 in DT40 TDP1 CPT shows 4%

New compounds follow:
no.	SMILES	DT40 TDP1 no CPT	TDP1 inh	DT40 TDP1 CPT
31	Cc1ccc(SCC(=O)Nc2cccnc2)cc1	-40%	·	?
32	CC1CCN(S(=O)(=O)c2ccc3c(c2)c(=O)c(C(=O)NC(C)c2ccccc2)cn3C)CC1 (stereo not given)	23µM*	7%	?
33	O=C(/C=C/c1ccc([N+](=O)[O-])o1)NNC(=O)c1ccc(F)cc1	1.8µM*	1%	3.3µM*
34	O=C(NCCC1=CCCCC1)C1CCN(C(=O)c2ccc(Cl)cc2)CC1	?	3%	?
35	CC1CCCN(C(=S)Nc2ccc(Nc3ccccc3)cc2)C1 (stereo not given)	9.2µM*	5%	10µM*
36	O=c1[nH]cnc(O)c1N=Nc1ccccc1	?	·	?
37	O=C(CCN1CCOCC1)c1ccccc1	3.5µM*	-2%	2.6µM*
38	COc1ccc(N(CC(C)C)S(=O)(=O)c2nnc(NC(=O)c3ccco3)s2)cc1	21µM*!	4%&1%	?
39	Cc1ccc(OCC(=O)Nn2cnnc2)c(Br)c1	-4%	0%	-3%
40	CC(C)(C)C1CCc2c(C(=O)NNC(=O)/C=C/C(=O)O)csc2C1 (stereo not given)	-3%	8%	21%
41	COc1cccc(N2CCN(C(=S)Nc3ccc(F)cc3)CC2)c1	2%	·	15%
42	COc1ccc(-n2c(COc3cccc4cccnc34)nnc2SCC(=O)O)cc1	-2%	0%	-7%
43	CCOC(=O)c1[nH]c(C(=O)O)c(CCC(=O)OC)c1C	-8%	0%	1%
44	COCC(=O)N(C)C1(c2nnnn2CCOC(=O)Nc2cccc3ccccc23)CCCC1	-5%	·	-8%
45	C/C(CC(=O)NC12CC3CC(CC(C3)C1)C2)=N\NC(=O)c1ccc(F)cc1	-2%	1%[0.0935 µM]	-1%
46	Cn1cccc1/C=N/N1CCN(Cc2ccc(Cl)cc2)CC1	?	·	2%
47	CNC(=O)/C(C#N)=C/c1c(N(Cc2ccccc2)Cc2ccccc2)nc2c(C)cccn2c1=O	?	5%	?
48	CCOC(=O)C(CC)(CC)C(=O)/C=C/c1cccc(Br)c1	18µM*	·	12µM*
49	CC(C)(O)[C@@H]1CC[C@@](C)(C2CC[C@]3(C)C2[C@H](O)CC2[C@@]4(C)CC[C@H](O)C(C)(C)C4[C@@H](O[C@H]4O[C@@H](CO)[C@H](O)[C@@H](O)[C@@H]4O[C@@H]4O[C@H](CO)[C@@H](O)[C@H](O)[C@H]4O)C[C@]23C)O1 (stereo in doubt)	4%	-5%	-20%
50	CC(=O)c1ccc(OCC(=O)N2CCCC2c2ccc3c(c2)OCCCO3)cc1 (stereo not given)	-16%	1%	4%
51	O=C(Cn1nnc(-c2ccccc2)n1)N/N=C/c1cccc([N+](=O)[O-])c1	-9%	5%	-10%
52	CCOC(=O)c1c(C)[nH]c(C(=O)OCC(=O)Nc2cc(C)nn2-c2ccccc2)c1C	18µM*	·	?
53	O=S(=O)(c1ccccc1)c1nc(-c2ccco2)oc1N1CCCCC1	?	19%	1%
54	Cc1ccc(CN2CCSc3ccc(C(=O)N4CCN(c5ncccn5)CC4)cc32)cc1	16µM*	7%	21µM*
55	O=C1c2ccccc2NC(c2ccc(O)cc2)N1c1ccccc1 (stereo not given)	-8%	·	10%
56	COc1ccc(Cn2c(/C=C/c3ccccc3)nc3ccccc32)cc1	-27%	·	?
57	O=C(CSc1ccc2c(c1)OCCO2)Nc1ncc(Cl)cc1Cl	-27%	2%	?
58	Cc1ccc(N2CC(C)Cn3c2nc2c3c(=O)n(CC(=O)O)c(=O)n2C)cc1 (stereo not given)	15%	6%	0%
59	CCN1CCN(Cc2nc3ccc([N+](=O)[O-])cc3c(=O)n2-c2ccc(OC)cc2OC)CC1	1%	·	-4%
60	CCc1nnc(NC(=O)CSc2nnc(COc3ccccc3)n2-c2ccc(C)cc2)s1	-26%	7%	?

The results go on:
no.	SMILES	DT40 TDP1 no CPT	TDP1 inh	DT40 TDP1 CPT
61	Cc1cc(C)c(C(=O)N(CCN(C)C)CC2CCCN(Cc3ccccc3F)C2)o1 (stereo not given)	?	3%	-25%
62	COc1ccccc1NC(=O)c1ccccc1S(=O)(=O)c1ccc([N+](=O)[O-])cc1	3%	6%[56.1 µM]	-9%
63	COc1ccc(-c2cc(C(=O)N/N=C(\C)c3cccnc3)c3ccccc3n2)c(OC)c1	13µM*	1%	10µM*
64	CN(Cc1ccccc1)C(=O)CCC1CCN(C(=O)CCC(F)(F)F)CC1	?	·	?
65	O=C(/C=C/c1ccc(OCc2ccccc2)cc1)c1cccs1	1%	14%[56.1 µM]	1%
66	CC(C)COc1ccc(C(=O)OCC(=O)NCCC2=CCCCC2)cc1	-16%	1%	-14%
67	Cc1cc(=O)n2nc(N3CCCC(C(=O)N4CCN(C)CC4)C3)sc2n1 (stereo not given)	-16%	2%	-1%
68	COc1cc(NC(=O)c2cc(OC)c(OC)c(OC)c2)ccc1NC(=O)c1cccs1	?	4%	?
69	CCCCn1c(N)c(N(CCOC)C(=O)CSc2nc3ccc(C)cc3[nH]2)c(=O)[nH]c1=O	4%	0%	8%
70	CCOC(=O)N1CCN(C(=O)C2CCN(S(=O)(=O)c3cc(Cl)ccc3Cl)CC2)CC1	?	2%	?
71	COCCCNc1nc2ccccc2nc1NS(=O)(=O)c1ccc(C)cc1	-20%	·	?
72	CCOC(=O)N1CCN(S(=O)(=O)c2ccc(OC)c(Cl)c2Cl)CC1	13µM*	5%	?
73	Cc1ccc(Nc2nc(-c3cccnc3)cs2)cc1C	-8%	·	-27%
74	CC(=O)N(C(C)=O)n1c(/C=C/c2cccc([N+](=O)[O-])c2)nc2ccccc2c1=O	11%	8%	3%
75	COc1ccc(OC)c(S(=O)(=O)ON2C(=O)c3ccccc3C2=O)c1	1.5µM*	·	2.3µM*
76	COc1ccc(-c2nc3scc(CCNS(=O)(=O)c4ccc(Oc5ccccc5)cc4)n3n2)cc1OC	?	0%	?
77	Cc1ccc(NC(=O)COC(=O)C2(CC(=O)NC(C)(C)C)CCCC2)cc1C	?	2%	?
78	COc1ccc(C(=O)C2CCCN(C(=O)c3noc4c3CCCC4)C2)c(C)c1 (stereo not given)	21µM*	1%	?
79	O=C(CNC(=O)c1ccccc1Cl)N/N=C/c1ccc([N+](=O)[O-])s1	21µM*	-1%	21µM*
80	CC(=O)Nc1nonc1-c1nnc(SCc2ccc(F)cc2)n1C	?	1%	-21%
81	O=C(NN1CCOCC1)c1cc(-c2ccc(Br)s2)nc2ccccc12	?	-1%	?
82	CN1OC[C@@H]2CN(Cc3ccc(Cl)cc3)[C@H](c3ccc(N4CCCCC4)cc3)C[C@@H]21	?	·	?
83	CCOC(=O)N1CCN(c2c(N3CCN(c4cc(C)ccc4C)CC3)c(=O)c2=O)CC1	?	-1%	-17%
84	CCC[C@@H](O)c1cc2cc(OC)c(OC)cc2c(=O)o1	?	1%	?
85	Cc1noc(C)c1COc1ccc(C(=O)OCC(=O)Nc2c(C)n(C)n(-c3ccccc3)c2=O)cc1	4%	3%	7%
86	CCOC(=O)c1cc2c(c(-c3ccccc3)n1)[C@H](CCO)N(S(=O)(=O)C(C)(C)C)C2	-10%	·	-1%
87	CN(CCc1ccccn1)C1CCCN(S(=O)(=O)c2ccccc2)C1 (stereo not given)	-9%	2%	-17%
88	COc1ccc(/C=C(\NC(=O)c2ccccc2)C(=O)OCC2CCCN3CCCCC23)cc1OC (stereo not given)	-11%	-2%	-3%
89	Cc1cc(=O)n2nc(N3CCC(C(=O)N4CCN(C)CC4)CC3)sc2n1	-5%	4%	2%
90	OCC[C@H]1C[C@@H](O)[C@H](O)[C@]2(OCc3ccccc32)O1	0%	-5%	8%

Along the list, from the results shown.
Compounds 69 to 77 in DT40 TDP1 no CPT read 4%, ?, -20%, 13µM*, -8%, 11%, 1.5µM*, ?, ?

Compound profiles, from the list above. Order of screens: DT40 TDP1 no CPT, TDP1 inh, DT40 TDP1 CPT
Cc1ccc(Nc2nc(-c3cccnc3)cs2)cc1C in the list: -8%, ·, -27%
Cc1cc(=O)n2nc(N3CCC(C(=O)N4CCN(C)CC4)CC3)sc2n1 in the list: -5%, 4%, 2%
CN(Cc1ccccc1)C(=O)CCC1CCN(C(=O)CCC(F)(F)F)CC1 in the list: ?, ·, ?

Other structures follow:
no.	SMILES	DT40 TDP1 no CPT	TDP1 inh	DT40 TDP1 CPT
91	O=C(Nc1cc(Cl)ccc1C(=O)O)c1ccc(CN2C(=O)c3ccccc3C2=O)cc1	-3%	·	19%
92	CCOc1ccc(NS(=O)(=O)c2ccc3c(c2)CCN3C(=O)CCC(=O)O)cc1	-7%	2%	-12%
93	O=C(Cn1c(=O)oc2ccc(Cl)cc21)NC1CCCCC1	2%	0%	-8%
94	CO/N=C/C(C#N)=C/c1cc(C(=O)c2ccccc2)cn1C	21µM*	2%	-20%
